CHRM4 PAM: human M4 muscarinic receptor positive allosteric modulators, primary screen, CHO-K1 cells, Fluo-8 calcium fluorescence; CHO-K1 hM4/Gqi5, ACh EC20; 0% = ACh EC20, 100% = maximal ACh; activation, % at 3 µM; actives 0.4% (n = 360,000);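 active = activation above its plate's cutoff, the mean activation of sample wells plus 3 SD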; note: some results filed as inactive read as strong as hits
Target sequence (P08173 whole entry, looked up): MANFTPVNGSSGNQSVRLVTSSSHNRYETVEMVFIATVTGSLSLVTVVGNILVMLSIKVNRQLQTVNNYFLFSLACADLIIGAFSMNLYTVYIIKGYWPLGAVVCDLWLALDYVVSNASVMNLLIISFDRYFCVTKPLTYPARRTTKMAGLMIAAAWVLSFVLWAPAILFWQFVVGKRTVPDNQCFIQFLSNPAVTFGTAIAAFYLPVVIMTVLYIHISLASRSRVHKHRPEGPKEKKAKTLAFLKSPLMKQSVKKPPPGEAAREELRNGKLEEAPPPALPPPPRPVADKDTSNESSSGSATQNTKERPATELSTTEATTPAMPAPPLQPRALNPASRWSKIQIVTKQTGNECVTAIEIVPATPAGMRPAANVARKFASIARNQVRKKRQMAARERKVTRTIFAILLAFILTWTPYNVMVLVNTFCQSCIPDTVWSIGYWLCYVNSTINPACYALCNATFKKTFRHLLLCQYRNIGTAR
TAAR1 antagonist: human TAAR1 antagonists, primary screen, Fluo-8 calcium fluorescence, CHO RD-HGA16 cells; Trace amine-associated receptor 1 (Homo sapiens), Q96RJ0; antagonist; inhibition, % at 3 µM; actives 1.5% (n = 360,000); AID 624466, 2012;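 active = inhibition above a per-plate cutoff, the mean inhibition of test compounds on that plate plus 3 SD, cut at about 49% in these data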;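 note: 0% = DMSO plus EC80 beta-PEA response and 100% = DMSO alone without agonist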
Target sequence (Q96RJ0 whole entry, looked up): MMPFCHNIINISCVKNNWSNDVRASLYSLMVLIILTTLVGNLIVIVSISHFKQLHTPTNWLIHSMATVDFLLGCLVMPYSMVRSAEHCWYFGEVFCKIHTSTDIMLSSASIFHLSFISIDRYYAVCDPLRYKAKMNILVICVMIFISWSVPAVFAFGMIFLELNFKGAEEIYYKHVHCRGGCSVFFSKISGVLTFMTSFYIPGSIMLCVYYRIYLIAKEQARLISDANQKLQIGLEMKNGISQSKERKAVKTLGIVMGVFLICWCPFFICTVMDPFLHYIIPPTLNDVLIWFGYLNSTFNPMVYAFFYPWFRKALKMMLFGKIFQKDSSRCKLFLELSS
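Assay system: RD-HGA16 CHO cells with stable hTAAR1 and Gα16 / Reagent: EC80 β-phenethylamine stimulus / Doses: 3 µM, single point / Timing: dye loading 75 min at 37 °C, then 30 min room temperature / Measured by: Fluo-8 intracellular calcium dye fluorescence, real-time kinetic reads / Controls: vehicle wells and EC80 agonist wells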
TAAR1 ag: human TAAR1 agonists, primary screen, Fluo-8 calcium fluorescence, CHO RD-HGA16 cells. vehicle wells 0%, saturating PEA agonist 100%. actives 0.99% (n = 360,000). Trace amine-associated receptor 1 (Homo sapiens), Q96RJ0. activation, % at 3 µM. AID 624467, 2012;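 active = activation above the mean activation of all test compounds in the run plus 3 SD, cut at about 38% in these data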
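test system = CHO RD-HGA16 cells carrying human TAAR1 plus Gα16 | schedule = 17-24 h seeding, 75 min 37 °C dye, 30 min RT | compound dosing = 3 µM single concentration | control set = DMSO and PEA EC100 | replicates = n 1 | signal = Fluo-8 fluorescence, 5 s baseline then 140 s kinetic read | measure = percent activation vs PEA EC100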
CHRM5 agonist: human M5 muscarinic receptor agonists, primary screen, CHO-K1 cells, Fluo-8 calcium fluorescence; Muscarinic acetylcholine receptor M5 (Homo sapiens), P08912; CHO-K1 hM5 cells; 0% DMSO wells, 100% maximal acetylcholine response; activation, % at 3 µM; actives 0.19% (n = 360,000);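 active = activation above the run's mean over test compounds plus 3 SD, cut at about 23% in these data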;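 note: signal is peak over basal fluorescence ratio across the kinetic read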
M5 antag: human M5 muscarinic receptor antagonists, primary screen, CHO cells, Fluo-8 calcium fluorescence | Muscarinic acetylcholine receptor M5 (Homo sapiens), P08912 | CHO-hM5 cells, ACh EC80 | inhibition, % at 3 µM | actives 0.59% (n = 360,000) | AID 624040, 2012;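 active = inhibition above a per-plate cutoff, the mean of that plate's test compounds plus 3 SD, cut at about 27% in these data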;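 note: 0% = acetylcholine EC80 with DMSO and 100% = DMSO without agonist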
M1 PAM parental: nonselective calcium activators in parental CHO-K1 cells, primary screen, counter-screen for M1 PAM project, cell-based, Fluo-8 calcium fluorescence, full deck, 1536-well | AID 602247, 2012 | ATP EC20; 0% at ATP EC20, 100% at ATP max | actives 0.02% (n = 360,000) | activation, % at 3 µM;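 active = activation above the run cutoff, the mean activation of all test compounds plus 3 SD, cut at about 40% in these data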;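 note: peak over basal fluorescence ratio in a 140 s read after ATP addition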
CRFR2-BP antag: antagonists of CRF-BP/CRF-R2 complex, primary screen, cell-based, HEK293, calcium dye fluorescence, uHTS; inhibition, % at 11.8 µM; actives 0.59% (n = 350,000); CRF-induced calcium fluorescence;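 active = inhibition of the ligand-induced calcium signal above about 50% at the single tested concentration, limit read from the data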
CRFBP-R2 agonist: agonists of CRF-BP/CRF-R2 complex, primary screen, cell-based, HEK293, calcium dye fluorescence, uHTS; actives 0.46% (n = 350,000); activation, % at 13.2 µM; calcium dye fluorescence (FLIPR); percent of saturating CRF peptide response; CRF-binding protein / CRF receptor 2 complex (human);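 active = activation of at least 50%, plus an integration ratio under a set limit after plate pattern correction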;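 note: plate controls were neutral control wells without compound for no effect and CRF at EC100 for full effect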
CHRM5 PAM: human M5 muscarinic receptor positive allosteric modulators, primary screen, CHO-K1 cells, Fluo-8 calcium fluorescence. CHO-K1 hM5, ACh EC20 PAM; 0% = ACh EC20, 100% = ACh EC100. Muscarinic acetylcholine receptor M5 (Homo sapiens), P08912. activation, % at 3 µM. actives 0.3% (n = 360,000);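 active = activation above the run cutoff, the mean activation of all test compounds plus 3 SD, cut at about 18% in these data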
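system = human M5 receptor in CHO-K1 cells | reagent = EC20 acetylcholine as agonist stimulus | compound dosing = single-point, 3 µM nominal | incubation = Fluo-8 loading 80 min at 37 °C plus 30 min room temperature | detection = Fluo-8 calcium dye fluorescence, kinetic read | benchmarks = low control EC20 acetylcholine (0%), high control EC100 acetylcholine (100%)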
* marks the source's active call; other numbers are inactive results; . = not tested or not shown. Not a hit list, and some 4.2% of all compounds hit somewhere here.

SMILES	CHRM4 PAM	TAAR1 antagonist	TAAR1 ag	CHRM5 agonist	M5 antag	M1 PAM parental	CRFR2-BP antag	CRFBP-R2 agonist	CHRM5 PAM
O=C(c1cc2cc(Cl)cc(Cl)c2oc1=O)N1CCOCC1	1	-1	7	1	-4	6	-1	1.4	-1
CCOc1ccc(C(=O)Nc2ccc(N3CCN(C)CC3)cc2)cc1Br	-1	27	47*	-11	7	13	1	-1.1	-3
Cc1ccc(N=C(NO)c2nonc2N)cc1	-1	18	0	-7	-7	11	7	-0.2	7
COC(=O)c1c(NC(=O)C2CCCO2)sc2c1CCC2 (stereo not drawn)	16	-24	0	-6	1	21	16	-2.7	-2
COc1ccc(Br)cc1C(=O)NC(=S)Nc1ccc2[nH]c(=O)[nH]c2c1	-2	10	1	0	10	3	-4	-0.2	-1
Cc1cnn(-c2nc(-c3cccs3)cc(C(F)(F)F)n2)c1	-3	-5	6	-2	-2	16	-28	-1.8	2
CN(C)N1C(N)=C(C#N)C(c2cccc(Cl)c2)C2=C1CCCC2=O (stereo not drawn)	-8	-13	-1	-3	6	9	6	-2.7	-10
O=S(=O)(/N=C/N1CCOCC1)c1ccc(Cl)cc1	11	-4	8	0	-2	-8	-1	-0.8	1
CCNC(=S)N1CCC(C(N)=O)CC1	-1	-3	6	-5	6	14	-5	1.2	1
COc1ccc(CC(=O)N2CCN(c3ccccc3OC)CC2)cc1OC	-1	-7	2	2	10	-10	10	0.1	-1
COc1ccc(C(=O)NC(C)c2nnc(SCC(=O)NC3=NCCS3)n2C)cc1 (stereo not drawn)	0	-2	-1	-2	8	-8	5	0.3	-3
CCOc1ccc(NC(=O)CCSc2nnc(C)s2)cc1	9	-9	7	-2	-6	12	6	-4.1	-5
CCCCNC(=O)c1onc(CSc2ccccc2)c1C(=O)O	9	1	-2	2	0	22	5	-0.6	8
CCOC(=O)N1CCN(C(=O)COc2cccc3c2CCN(Cc2ccccc2F)C3=O)CC1	-4	-4	6	3	-14	9	13	0.3	-3
CCSc1nc(N)nc(-c2cccs2)c1C#N	8	-3	3	-9	3	9	-21	2.2	1
COc1ccc(/C=C/C(=O)OCC(=O)N2c3ccccc3CC2C)cc1 (stereo not drawn)	2	-17	2	0	-3	16	14	-1.0	0
CCn1nc(C(=O)Nc2ccccc2C)c(Cl)c1Cl	6	-1	2	-1	-1	15	-7	1.7	3
Cc1ccc2ncnc(Nc3ccccc3)c2c1	7	-8	0	-2	1	3	-6	-2.0	1
O=C(O)c1ccccc1C(=O)NNc1ccc(Cl)cc1Cl	3	4	6	-1	-1	-4	36	31	0
CC1CCN(CC(C)OC(=O)c2ccco2)CC1 (stereo not drawn)	-4	-8	0	-5	4	-19	-4	0.3	0
O=C(NCc1nnc(SCC(=O)N2CCCC2)o1)c1cccc(C(F)(F)F)c1	-4	0	0	-4	-7	-3	0	-2.6	-1
Cc1cc(C)n(-c2nnc(C)n2NC(=O)c2cccc(Cl)c2)n1	-2	-16	7	-3	1	9	-18	2.8	5
O=C(NC12CC3CC(CC(C3)C1)C2)C1CCCN1C(=O)Nc1ccccc1 (stereo not drawn)	8	-14	9	-3	1	7	-6	-2.2	5
CCN1C(=O)C(=O)N(CC(=O)N2CCC(C)Sc3ccccc32)C1=O (stereo not drawn)	3	5	0	0	7	-5	-16	0.2	-1
O=C(NCc1cc(C(F)(F)F)cc(C(F)(F)F)c1)C1CC(c2cccc(F)c2)=NO1 (stereo not drawn)	4	35	7	2	-8	17	-7	9.1	16

The list goes on (3 carried over from the part before).
SMILES	CHRM4 PAM	TAAR1 antagonist	TAAR1 ag	CHRM5 agonist	M5 antag	M1 PAM parental	CRFR2-BP antag	CRFBP-R2 agonist	CHRM5 PAM
O=C(NC12CC3CC(CC(C3)C1)C2)C1CCCN1C(=O)Nc1ccccc1 (stereo not drawn)	8	-14	9	-3	1	7	-6	-2.2	5
CCN1C(=O)C(=O)N(CC(=O)N2CCC(C)Sc3ccccc32)C1=O (stereo not drawn)	3	5	0	0	7	-5	-16	0.2	-1
O=C(NCc1cc(C(F)(F)F)cc(C(F)(F)F)c1)C1CC(c2cccc(F)c2)=NO1 (stereo not drawn)	4	35	7	2	-8	17	-7	9.1	16
O=C(/C=C/Nc1ccc(F)c(F)c1)c1cccs1	-7	16	4	-1	3	9	9	-1.4	1
O=C(CCCn1c(=S)[nH]c2ccsc2c1=O)NC1CCCCC1	-1	-8	2	-4	4	-5	-14	-0.8	-3
Cc1ccc(CN(Cc2ccco2)C(=S)Nc2ccccc2C)cc1	6	-4	2	0	11	7	12	-1.1	-5
Cc1ccc(NC(=S)Nc2ccc(OC(F)F)c(Cl)c2)cc1F	-14	12	12	2	19	0	-3	0.8	-13
CC(=O)N1CCN(C(=O)COc2ccc(Br)cc2)CC1	14	1	-2	1	3	-1	0	-2.3	0
O=C(COC(=O)c1ccc([N+](=O)[O-])s1)NCc1ccccc1	15	7	-2	-3	-3	20	12	-1.0	-1
CCC(CC)C1=NN2C(=N)/C(=C/c3ccc(OC(=O)c4ccco4)cc3)C(=O)N=C2S1	10	-49	-1	-4	13	8	-5	1.4	-6
O=C(COC(=O)C1=COCCO1)Nc1ccccc1	5	4	0	0	7	20	-15	-1.3	1
O=C(COc1cccc2cccnc12)NNC(=O)Nc1ccccc1	-9	-16	1	0	-2	-5	-4	-1.6	1
CCCN(CC(=O)Nc1ccccc1OC)C(=O)c1ccc2[nH]c3c(c2c1)CC(C)CC3 (stereo not drawn)	5	51*	15	5	11	5	-17	-3.4	-19
O=[N+]([O-])c1ccc(CSc2ncnc3c2ncn3[C@@H]2O[C@H](CO)[C@@H](O)[C@H]2O)cc1	-1	-5	1	0	-3	6	-4	0.3	-3
CC(=O)Nc1cccc(OCc2ccc([N+](=O)[O-])cc2)c1	-5	3	3	0	0	13	4	-2.0	-5
Cc1cc(-c2cc(-c3ccccc3)on2)nc(NC2CCCC2)n1	1	5	-2	-3	6	8	18	-1.8	-2
S=c1oc(-c2ccncc2)nn1CCc1ccncc1	4	-7	5	0	-1	16	10	-0.6	1
O=[N+]([O-])c1ccccc1S(=O)NCc1c(Cl)cccc1Cl (stereo not drawn)	2	-12	1	3	6	6	.	.	-5
COC(=O)c1cc2c(ccn2-c2ccc(F)cc2)n1CC(C)C	17*	-17	44*	11	-6	6	-109	1.4	19*
O=S(=O)(c1cccs1)N1CCCc2cccc(O)c21	0	6	14	-6	2	1	26	1.3	-10
COc1ccc(C)c(-n2c(=O)n(Cc3ccccc3)c(=O)c3[nH]cnc32)c1	7	-19	4	-1	-2	-14	-12	-2.8	11
CCCn1c2ccccc2c2nnc(SC(CC)C(=O)Nc3sc4c(c3C#N)CCCC4)nc21 (stereo not drawn)	2	2	4	-6	5	-7	-18	-1.2	-2
CCCSc1ccc([C@@H]2[C@@H]3C(=O)N(C)C(=O)[C@@H]3[C@]3(C(=O)OC)CCCCN23)cc1OC	-9	5	4	-3	-3	-6	-7	-0.1	-1
Cc1cc(-c2nnc(SCC(=O)Nc3ccccc3C(F)(F)F)n2N)n[nH]1	4	-8	1	-5	-1	-7	9	0.3	-3
COc1ccc(/C=N/NC(=O)c2ccccc2O)cc1COc1ccccn1	4	-5	9	1	-6	8	8	0.1	-1
CC(=O)Oc1ccc(C(=O)[C@H]2[C@H]3C(=O)N(c4ccc5ccccc5c4)C(=O)[C@H]3[C@@H]3C=CC=NN32)cc1	0	1	2	-1	5	13	-5	5.6	-3
N#Cc1ccc(COC(=O)c2cccnc2Cl)cc1	-2	4	-1	-1	2	10	3	-1.0	5
CCCCN1C(=O)C(CC(=O)NCc2cccs2)CC(C(=O)N(CC)CC)=C1C (stereo not drawn)	-2	-1	-1	-1	2	-7	-12	-1.0	-3

Remaining list, next part:
SMILES	CHRM4 PAM	TAAR1 antagonist	TAAR1 ag	CHRM5 agonist	M5 antag	M1 PAM parental	CRFR2-BP antag	CRFBP-R2 agonist	CHRM5 PAM
Cc1cc(=O)n(Cc2ccccc2)c2c(C)cccc12	0	-35	9	2	7	-3	-11	0.8	-5
COc1ccccc1CNC(=O)c1cccs1	1	-4	9	-2	-2	11	15	0.6	-6
O=C(O)CC1(CC(=O)Nc2cc(C(F)(F)F)cc(C(F)(F)F)c2)CCCCC1	-7	-30	2	3	6	13	14	17	1
CCn1cnc2c(cnn2-c2ccccc2)c1=O	1	-8	8	-4	0	22	12	1.2	3
O/N=C/CCn1c(=S)sc2ccccc21	-4	21	-1	-1	-9	-6	-8	-5.1	1
Cc1ccc(-n2nnnc2SCC(=O)N2CCc3ccccc3C2)c(C)c1	1	-10	5	-1	4	16	-1	1.5	-2
CC(Sc1nc(-c2ccccc2)cc(=O)[nH]1)C(=O)O (stereo not drawn)	9	-2	6	0	-2	19	-12	-0.7	7
COc1cc(CNCCN2CCOCC2)ccc1OCc1ccc(Cl)cc1	6	-7	4	-6	7	20	-1	7.6	-4
N#Cc1c(-c2cccc(F)c2)cc(-c2ccccc2)nc1Br	-3	0	5	-1	-1	15	-40	-1.4	-1
COc1ccc(NS(=O)(=O)c2cc(C(=O)N3CCN(C(C)=O)CC3)ccc2Cl)cc1	1	-12	12	-1	1	11	5	9.8	-1
O=C(CSc1nccc(=O)[nH]1)NCc1ccc2c(c1)OCO2	1	-20	1	2	-12	0	7	0.5	8
Cc1cc(N2CCCCC2)nc(N2CCOCC2)n1	-10	-2	6	-1	4	-7	5	0.0	-2
Cc1csc(=O)n1CCC(=O)O	-3	16	-1	-2	-3	3	0	0.2	-5
O=C(CSCc1cnn(-c2ccccc2)c1-n1cccc1)NCC1CCCO1 (stereo not drawn)	1	10	3	-6	2	9	6	0.2	-4
NC(=O)[C@H]1CC2(CC(c3cccc(NC(=O)[C@H]4CCC(=O)N4)c3)=NO2)CN1C(=O)CC(c1ccccc1)c1ccccc1 (stereo partly drawn)	.	-5	14	.	.	.	4	-0.9	.
CC(=NNC(=O)CSc1nc2ccccc2o1)c1ccco1	10	-9	-1	4	-6	4	4	-3.1	5
CN1CCN(C(=O)/C=C\C(=O)O)CC1	1	34	1	0	-2	10	-20	-0.4	-3
COc1ccc(/C(C)=N/NC(=O)Cn2nc([N+](=O)[O-])cc2C)cc1	-1	-14	1	-2	2	4	-5	1.9	-1

Compound activity from PubChem.
